Compound activity: PubChem BioAssay, several laboratories
PriA SSB inh: inhibitors of Klebsiella pneumoniae PriA binding to SSB C-terminal tail, primary screen, biochemical, AlphaScreen; PriA–SSB C-terminal tail interaction (Klebsiella pneumoniae); inhibition, % at 33 µM; 430,000 tested, 0.6% active; AlphaScreen SSBct-PriA binding, biotinylated peptide; AID 1272365, 2023; in the data active means inhibition mostly above about 37%, no sharp cut-off; inactive means mostly below about 20%;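 further: plate controls were negative control peptide for no effect and reference peptide for full effect; strong numbers were not always called active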
3CLpro inhibitor: SARS-CoV 3CLpro protease inhibitors, primary screen, biochemical, quenched FRET. 290,000 tested, 0.14% active. recombinant SARS-CoV 3CLpro, quenched FRET peptide cleavage. Replicase polyprotein 1ab (Severe acute respiratory syndrome coronavirus), P0C6X7. inhibition, % at 6 µM. AID 1706, 2009; in the data active means inhibition above about 12%
Y pestis TopoI: Yersinia pestis topoisomerase I inhibitors, primary screen, biochemical, cleavage product accumulation, plate reader, single point. DNA topoisomerase I (Yersinia pestis CO92). Y. pestis Topo-I cleavage product accumulation. activity, % at 10 µM. 360,000 tested, 0.064% active; in the data active means activity above about 50%, passing the limit was not always enough; inconclusive means no clear call, values can overlap the other calls; further: inactives centre near 2
Anthrax LF inh2: Bacillus anthracis LF protease inhibitors, primary screen, biochemical, multiplex microsphere, MLPCN library; multiplex microsphere protease cleavage assay; inhibition, % at 10 µM; 360,000 tested, 0.12% active; further: plate controls were buffer without enzyme for full effect and enzyme alone for no effect
Target sequence (P15917 whole entry, looked up): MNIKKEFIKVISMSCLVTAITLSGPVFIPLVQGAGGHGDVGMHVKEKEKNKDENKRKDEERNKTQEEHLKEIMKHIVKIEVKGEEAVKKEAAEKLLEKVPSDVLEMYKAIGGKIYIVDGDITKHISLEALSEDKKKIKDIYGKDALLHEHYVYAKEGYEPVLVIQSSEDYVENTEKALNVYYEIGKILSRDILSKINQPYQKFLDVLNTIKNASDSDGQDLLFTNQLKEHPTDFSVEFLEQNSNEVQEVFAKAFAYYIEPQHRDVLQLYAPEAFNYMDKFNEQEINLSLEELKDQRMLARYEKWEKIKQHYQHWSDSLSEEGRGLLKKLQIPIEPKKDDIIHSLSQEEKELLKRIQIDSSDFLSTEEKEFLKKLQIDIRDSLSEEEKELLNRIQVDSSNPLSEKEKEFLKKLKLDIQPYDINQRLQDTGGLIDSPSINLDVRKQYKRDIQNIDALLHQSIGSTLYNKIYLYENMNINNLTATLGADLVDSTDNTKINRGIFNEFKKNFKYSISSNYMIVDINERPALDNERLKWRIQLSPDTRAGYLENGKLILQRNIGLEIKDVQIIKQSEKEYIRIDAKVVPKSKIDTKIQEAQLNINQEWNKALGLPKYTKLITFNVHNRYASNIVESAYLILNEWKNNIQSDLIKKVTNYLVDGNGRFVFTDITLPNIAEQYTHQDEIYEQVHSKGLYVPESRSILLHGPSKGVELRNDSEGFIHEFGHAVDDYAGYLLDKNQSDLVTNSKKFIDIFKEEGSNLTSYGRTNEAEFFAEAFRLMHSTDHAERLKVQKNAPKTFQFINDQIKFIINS
Vc quorum ag: inducers of Vibrio cholerae quorum light production without autoinducers, primary screen, BH1578 luxS cqsA deficient, single point | V. cholerae BH1578 lux reporter, luminescence, 6 h | activation, % at 18.7 µM | 350,000 tested, 0.16% active | AID 588436, 2011; in the data active means activation mostly above about 9.7%, no sharp cut-off; inconclusive means no clear call, values can overlap the other calls; inactive means mostly below about 3.7%; further: not every result past the cut was called active; inactives centre near 0; reference of the scale not given here
PrPC surface inh: inhibitors of human cell surface prion protein PrPC, primary screen, cell-based, TR-FRET | Major prion protein (Homo sapiens), P04156 | TR-FRET read-out | inhibition, % at 13.8 µM | 370,000 tested, 0.43% active; in the data active means inhibition above about 24%; further: 0% = median of the test wells and 100% = reference compound wells
PfHsp40 yeast: rescue of yeast from PfHsp40 toxicity, primary screen, S. cerevisiae, ATP luminescence | S. cerevisiae expressing PfHsp40, growth rescue | 340,000 tested, 0.68% active | AID 504582, 2011 | growth rescue, % at 12.5 µM; in the data active means growth rescue above about 28%, passing the limit was not always enough; inconclusive means no clear call, values can overlap the other calls;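 further: yeast W303a lacking pdr1 and pdr3 grown in galactose medium; growth measured after three days at 30 °C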
TcdB inh: TcdB glycohydrolase inhibitors, primary screen, biochemical, single point, plate reader; 350,000 tested, 0.24% active; TcdB glycohydrolase enzymatic assay; inhibition, % at 9.99 µM; Toxin B (Clostridioides difficile), P18177; in the data active means inhibition above about 10%
BoNT-A LC inh2: BoNT/A light chain protease inhibitors, primary screen, biochemical, flow cytometry, MLPCN library | multiplex microsphere protease substrate cleavage | 360,000 tested, 0.17% active | inhibition, % at 10 µM | Botulinum neurotoxin type A light chain protease (Clostridium botulinum A str. ATCC 3502); further: plate controls were buffer without enzyme for full effect and enzyme alone for no effect
* = called active by the depositor; i = inactive; ? = inconclusive; · = no result given. Unless noted, no stated cut-off is given here; in the data, active means inhibition above about 30%; inconclusive means no clear call, values can overlap the other calls; inactive means below that. A portion of the library. The share of hits here may be higher or lower than overall.

Below each compound – PriA SSB inh	3CLpro inhibitor	Y pestis TopoI	Anthrax LF inh2	Vc quorum ag	PrPC surface inh	PfHsp40 yeast	TcdB inh	BoNT-A LC inh2
> CCOc1cc(N2CCOCC2)c(OCC)cc1NC(=O)COC(=O)COc1ccc(C#N)cc1
→ 10	0	7	-1	-0.7	-1	-1.0	1.8	-1.1
> COc1ccc(CC(=O)OCC(=O)Nc2ccc3c(c2)OCCO3)cc1OC
→ -12	-4	-1	0	-0.1	6	-1.0	1.1	-1.6
> O=C(c1cccc([N+](=O)[O-])c1)N1CCN(c2n[nH]c(=O)[nH]c2=O)CC1
→ -7	0	1	1	i	-4	-0.2	0.5	0.5
> COC(=O)N/N=C/c1cc(Cl)cc(Cl)c1OCc1ccc(F)cc1
→ ·	3	9	-5	-0.5	1	-1.6	·	-0.9
> CC(=NNC(=S)N1CCN(c2ccccn2)CC1)c1ccccn1
→ 1	·	8	-13	i	-10	-0.1	0.6	2.5
> COc1cccc(CC2(CO)CCCN(Cc3cn(C)c4ccccc34)C2)c1 (stereo not given)
→ 8	3	5	-2	-5.6	-1	1.0	0.6	-0.6
> O=C1CCC(C(=O)N2CCC(CO)(Cc3ccc(Cl)cc3)CC2)=NN1
→ 2	4	5	-5	-0.5	0	-0.3	-0.1	0.5
> O=C(C1CCCCC1)N1CCC2CC1c1cc(-c3ccc4c(c3)OCO4)ccc12 (stereo not given)
→ ·	·	·	-4	·	8	·	-0.8	-1.0
> CN(C)S(=O)(=O)c1ccc(N2CCCC2)c(C(=O)Nc2ccc(F)cc2F)c1
→ -2	·	5	0	3.5	4	0.2	0.9	2.1
> CC(C)CNc1ncnc2c1ncn2[C@H]1CN(C2CCCC2)C[C@@H](CO)O1
→ ·	·	-7	-1	-0.5	-3	·	0.7	-0.3
> COc1ccc(/C=C/C(=O)NC(=S)NNC(=O)c2cc(OC)c(OC)c(OC)c2)cc1OC
→ -7	4	16	·	-0.7	-1	·	1.8	·
> CC1CCC2(CC1)NC(=O)N(CC(=O)c1ccc[nH]1)C2=O (stereo not given)
→ -7	0	-9	0	-1.1	-8	1.0	·	0.6
> COC(=O)c1ccc(N=NNc2ccc(C(=O)OC)cc2)cc1
→ 3	-2	1	-4	0.2	5	0.7	·	-0.3
> CC(c1ccon1)N(C)C(=O)CCc1nnc(CCCCc2ccccc2)o1 (stereo not given)
→ -8	3	12	1	-0.5	-2	-0.4	0.6	-0.9
> O=C(Cc1cccc(NC(=O)C2CCN(C(=O)C3CCC3)CC2)c1)Nc1cccc(C(=O)N2CCCCC2)c1
→ -5	·	17	0	-1.4	3	0.1	-0.6	0.1
> COc1ccc(C(=O)CCC(=O)NC2=NCCS2)cc1
→ -16	3	-4	0	-0.4	2	0.1	-4.5	-0.6
> O=C(c1ccccc1Oc1ccccc1)N1CCN(c2ccccc2)CC1
→ 9	-1	-2	-1	-0.2	-1	-0.2	·	0.6
> CCCCn1c(N)c(N(CCOC)C(=O)CSc2nnc(-c3ccc(C(C)(C)C)cc3)n2N)c(=O)[nH]c1=O
→ -1	·	11	4	i	2	-1.8	0.3	-2.2
> O=C(Nc1ccc(Cc2ccncc2)cc1)C1CCC(N2C(=O)C3C4C=CC(C4)C3C2=O)CC1 (stereo not given)
→ 1	1	18	1	i	23	4.3	·	0.1
> O=C(NCc1ccccc1)C1CCCN(c2cnccn2)C1 (stereo not given)
→ -5	5	-6	2	i	-5	-0.2	1.9	-1.1
> COC(=O)c1ccc(CN2CCC(Oc3ccc(C(=O)N4CCCCC4)cc3)CC2)cc1
→ 4	-1	33	2	-0.1	-2	-0.9	0.5	3.3
> CCN(CC)c1ncnc2scc(C3COc4ccccc4O3)c12 (stereo not given)
→ -1	1	53*	-5	i	3	4.7	·	0.3
> CCOc1ccccc1/C=N/NC(=O)C[n+]1ccccc1
→ ·	·	-3	5	i	-5	0.5	1.3	0.9
> COc1cccc(Nc2nc(C(N)CC(C)C)cs2)n1 (stereo not given)
→ ·	·	-13	-4	-1.2	3	·	0.6	-0.3
> CCOC(=O)[C@]12Cc3c(cc(OC)c(OC)c3OC)[C@H]1N(C1CCCCC1)C(=O)c1cc(OC)ccc12
→ ·	·	·	-11	·	19	·	-0.3	-0.5
> COc1ccc(Cl)cc1NC(=O)Cc1c(F)cccc1Cl
→ -8	-1	-4	-1	i	-6	1.9	0.5	-0.1
> CCCn1nnc(NC(=O)/C=C/c2ccccc2)n1
→ -2	1	-2	7	-1.4	0	-0.3	0.3	-0.6
> O=C(NCCN1CCN(c2ccccc2Cl)CC1)Nc1ccccc1
→ -16	2	4	-8	i	-5	-0.9	-1.9	-2.1
> Nc1nc(Nc2ccccc2)nc(C(F)(F)F)n1
→ 2	3	-6	-1	i	-7	-0.5	1.8	-0.7
> O=C(CCn1c(=O)[nH]c2ccsc2c1=O)N1CCN(c2ccc([N+](=O)[O-])cc2)CC1
→ 2	2	-13	17	i	-26	1.2	-0.7	2.3
> CC1(c2ccc(OCC#N)cc2)C=C(c2ccc(OCC#N)cc2)n2nc(C(F)(F)F)nc2N1 (stereo not given)
→ -4	5	3	-1	2.5	8	0.7	-1.1	-1.2
> CCN1CCCC(NC(=O)c2scc3c2CCCC3)C1 (stereo not given)
→ -2	-8	3	-3	-0.3	1	1.3	1.5	-0.2
> CC1CN(c2nnc(NC(=O)c3ccccc3)s2)CC(C)O1 (stereo not given)
→ -6	2	2	-4	i	6	-0.7	0.9	-0.7
> O=C(Nc1cc(C(F)(F)F)ccc1N1CCOCC1)c1ccncc1
→ 4	·	-2	-3	1.2	-6	-0.3	-0.3	-1.4
> Cc1cc(C)c(C)c(S(=O)(=O)NCCCN2CCOCC2)c1C
→ -9	-3	8	4	i	-5	-0.7	-0.3	0.1
> CS(=O)(=O)N1CCC(C(=O)Nc2ccccc2Cl)CC1
→ -5	3	3	-18	i	-3	-1.1	-0.4	?
> CCOc1ccccc1N1CC(C(=O)NCCC2=CCCCC2)CC1=O (stereo not given)
→ 2	·	0	-4	i	0	-1.0	0.6	-0.3
> Cc1csc(-c2coc3cc(O)cc(C)c3c2=O)n1
→ -9	-1	2	-2	i	3	?	-0.7	-1.0
> COc1cc(NC(=O)C2CCCN(S(=O)(=O)c3ccc4c(c3)oc(=O)n4C)C2)cc(OC)c1 (stereo not given)
→ -2	-2	-4	-2	-0.2	14	0.4	-8.3	-0.6
> Cc1noc(C)c1COc1ccc(C(=O)OCC(=O)NC23CC4CC(CC(C4)C2)C3)cc1
→ -1	-1	17	1	·	-3	9.2	·	-0.6
> Cc1nn(-c2ccccc2)c(Cl)c1C(=O)Nc1nnc(C2CCCCC2)s1
→ -1	-6	13	-6	i	-10	-0.2	·	-2.6
> FCCN(CCF)c1cccc(Cl)c1
→ -9	-1	·	·	·	0	·	0.6	·
> COc1ccc(NS(=O)(=O)c2ccc(NC(C)=O)cc2)nn1
→ 1	·	2	-3	-0.5	-3	·	0.6	0.5
> CCCC(c1nnnn1C(C)(C)CC)N1CCN(C(=O)c2ccco2)CC1 (stereo not given)
→ 4	2	3	1	-0.1	-2	0.1	-0.8	-0.7
> Cc1ccc(OC(C)C(=O)Nc2ncc(Cl)cc2Cl)c([N+](=O)[O-])n1 (stereo not given)
→ 0	·	10	-2	i	-18	-0.4	-0.6	-0.2

Three compounds picked at random from those above, as already listed:
Below each compound – PriA SSB inh	3CLpro inhibitor	Y pestis TopoI	Anthrax LF inh2	Vc quorum ag	PrPC surface inh	PfHsp40 yeast	TcdB inh	BoNT-A LC inh2
> O=C(Nc1ccc(Cc2ccncc2)cc1)C1CCC(N2C(=O)C3C4C=CC(C4)C3C2=O)CC1 (stereo not given)
→ 1	1	18	1	i	23	4.3	·	0.1
> CCOc1cc(N2CCOCC2)c(OCC)cc1NC(=O)COC(=O)COc1ccc(C#N)cc1
→ 10	0	7	-1	-0.7	-1	-1.0	1.8	-1.1
> CS(=O)(=O)N1CCC(C(=O)Nc2ccccc2Cl)CC1
→ -5	3	3	-18	i	-3	-1.1	-0.4	?

Additional structures follow:
Below each compound – PriA SSB inh	3CLpro inhibitor	Y pestis TopoI	Anthrax LF inh2	Vc quorum ag	PrPC surface inh	PfHsp40 yeast	TcdB inh	BoNT-A LC inh2
> O=C(COc1ccc(Cl)cc1)Nc1ccc2c(c1)OCO2
→ -4	2	2	0	-0.1	12	-0.7	0.2	-0.3
> Cc1cc(C)c(C(=O)CN2C(=O)NC3(CCCCC3)C2=O)cc1C
→ 6	4	-1	-5	i	3	0.9	1.5	0.2
> Cc1nc2ccccc2n1CCCOc1ccccc1
→ -5	2	13	-3	-0.7	3	1.3	·	-0.5
> O=c1c([N+](=O)[O-])c(N2CCCCCC2)c2ccccc2n1-c1ccccc1
→ -15	2	3	-4	i	-5	-0.4	·	-0.4
> COC(=O)c1ccccc1SCC(=O)Nc1ccc(N2CCOCC2)cc1
→ -13	5	2	0	0.6	5	0.3	-1.2	2.6
> COC(=O)c1ccc(C2/C(=C(/O)c3ccc4c(c3)CC(C)O4)C(=O)C(=O)N2Cc2cccnc2)cc1 (stereo not given)
→ ·	0	4	-1	-0.3	·	0.4	·	-1.6
> COc1cccc(C(=O)N2CCN(C3CCN(Cc4ccccc4)CC3)CC2)c1OC
→ 8	2	-1	0	-0.9	-6	2.1	1.3	0.9
> CC1CCCCN1S(=O)(=O)c1ccc(NC(=O)c2cccs2)cc1 (stereo not given)
→ -3	2	-4	-4	-0.5	-2	9.2	2.1	-0.6
> COC(=O)c1ccc(Cl)c(NC(=O)CN(c2ccc3c(c2)OCO3)S(C)(=O)=O)c1
→ 7	1	4	-11	-0.2	-2	0.4	·	4.4
> O=[N+]([O-])c1cc(/C=N/N2CCN(Cc3ccccc3)CC2)ccc1Cl
→ ·	2	-1	3	-0.5	·	-0.5	·	0.4
> CCC1CSC(Nc2ccc(C(=O)/C=C/c3ccc(Br)cc3)cc2)=N1 (stereo not given)
→ 20	-3	6	-2	-0.4	8	1.2	1.0	0.2
> CCOc1ccccc1/C=C/c1onc(C)c1S(=O)(=O)N1CCC(C(=O)N(CC)CC)CC1
→ -3	5	17	-1	5.3	-12	5.1	-1.2	-0.1
> CN(C)N1C(N)=C(C#N)C(c2cccc(Cl)c2)C2=C1CCCC2=O (stereo not given)
→ 3	-6	3	11	i	-2	-0.1	-1.5	-0.9
> NNC(=O)C(=O)Nc1ccc(Cl)c(Cl)c1
→ -4	7	-10	-9	i	1	·	0.3	-7.1
> COCCn1c(-c2ccc(NC(C)=O)cc2)nc2c1c(=O)[nH]c(=O)n2CC(C)C
→ 3	3	1	1	-0.3	2	-1.2	-8.9	-0.3
> O=C(CCC1N=C2c3ccccc3N=C(SCc3ccc(Cl)cc3)N2C1=O)NCc1ccco1 (stereo not given)
→ 10	0	30	-3	-2.1	2	3.9	·	0.5
> C=CCn1c(SCC(=O)N2CC(C)OC(C)C2)nnc1-c1ccncc1 (stereo not given)
→ 3	·	-3	5	i	3	4.1	1.8	3.8
> COc1ccc(OC)c(NC(=O)CNC(=O)c2cccs2)c1
→ -9	3	-4	-5	i	4	-0.3	·	?
> CCSc1nnc(NC(=O)c2ccc3ccccc3n2)s1
→ -13	-2	2	11	25	-9	-0.1	·	0.0
> CCOc1ccc(S(=O)(=O)NCCC(=O)OC(C)C(=O)N2CCc3ccccc32)cc1 (stereo not given)
→ -15	1	-2	-12	i	11	-0.3	·	0.9
> C=C1[C@@H](O)[C@H](Cc2ccccc2)N(Cc2ccccc2Br)S1(=O)=O
→ 6	·	28	11	i	0	0.2	3.4	0.2
> COc1ccc(OC)c(CCNC(=O)c2ccc(NC3=NC4CS(=O)(=O)CC4S3)cc2)c1 (stereo not given)
→ -13	-3	-6	-8	-0.2	-8	0.6	0.6	0.5
